Diaphorase act: activates diaphorase or chemically reduces, flagging diaphorase assay artifacts; Diaphorase/resazurin coupled assay, resorufin fluorescence, 16 min; hits give high values; 1 = vehicle wells, 0 = NADH-free wells; activation factor at 20 µM; 0.005% of 190,000 active; AID 1229;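 active = diaphorase activity raised at least twofold by the compound at 20 µM; inactive = activation factor below 2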
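Test system: Clostridium kluyveri diaphorase, purified enzyme; input: enzyme 0.07 U/mL final; buffer or medium: 50 mM HEPES pH 7.4 with 4.542 mM MgCl2, 0.005% Tween 20; also added: 0.114 mM NADH and 0.1 mM resazurin, final amounts; schedule: 16 min enzyme reaction, ambient temperature; technique: fluorescence of resorufin, 544 nm excitation, 590 nm emission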
Diaph inh CS: inhibits diaphorase or chemically oxidizes, flagging diaphorase assay artifacts. AID 1217. 0.69% of 190,000 active. diaphorase resazurin-to-resorufin fluorescence, NADH, 16 min; bacterial (C. kluyveri) enzyme, not human. inhibition, % at 20 µM;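 active = primary screen inhibition at 20 µM above a set limit, cut at about 50% in these data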;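 also: plate controls were DMSO with full reaction for no effect and wells lacking NADH for full effect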
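controls = No-NADH positive control and DMSO neutral control | system = Clostridium kluyveri diaphorase enzyme | timing = reaction incubation of 16 min at room temperature | signal = resorufin fluorescence 544/590 nm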
G6PDH CS: counter-screen for G6PDH assay hits: L. mesenteroides G6PDH inhibition | Purified L. mesenteroides G6PDH, diaphorase/resazurin coupled fluorescence, 45 min | inhibition, % at 5 µM | 0.12% of 200,000 active; in the data active = inhibition above about 50%
TLR4 MyD88 comp: TLR4-MyD88 interaction inhibition in cells; 0.18% of 200,000 active; inhibition, % at 8.4 µM; AID 861; HeLa CL3-4 TLR4/MyD88 BLA complementation, FRET ratio; O00206+Q99836; in the data active = inhibition above about 25%;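 also: 0% = vehicle and 100% = reference inhibitor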
Target sequence (O00206 whole entry, looked up): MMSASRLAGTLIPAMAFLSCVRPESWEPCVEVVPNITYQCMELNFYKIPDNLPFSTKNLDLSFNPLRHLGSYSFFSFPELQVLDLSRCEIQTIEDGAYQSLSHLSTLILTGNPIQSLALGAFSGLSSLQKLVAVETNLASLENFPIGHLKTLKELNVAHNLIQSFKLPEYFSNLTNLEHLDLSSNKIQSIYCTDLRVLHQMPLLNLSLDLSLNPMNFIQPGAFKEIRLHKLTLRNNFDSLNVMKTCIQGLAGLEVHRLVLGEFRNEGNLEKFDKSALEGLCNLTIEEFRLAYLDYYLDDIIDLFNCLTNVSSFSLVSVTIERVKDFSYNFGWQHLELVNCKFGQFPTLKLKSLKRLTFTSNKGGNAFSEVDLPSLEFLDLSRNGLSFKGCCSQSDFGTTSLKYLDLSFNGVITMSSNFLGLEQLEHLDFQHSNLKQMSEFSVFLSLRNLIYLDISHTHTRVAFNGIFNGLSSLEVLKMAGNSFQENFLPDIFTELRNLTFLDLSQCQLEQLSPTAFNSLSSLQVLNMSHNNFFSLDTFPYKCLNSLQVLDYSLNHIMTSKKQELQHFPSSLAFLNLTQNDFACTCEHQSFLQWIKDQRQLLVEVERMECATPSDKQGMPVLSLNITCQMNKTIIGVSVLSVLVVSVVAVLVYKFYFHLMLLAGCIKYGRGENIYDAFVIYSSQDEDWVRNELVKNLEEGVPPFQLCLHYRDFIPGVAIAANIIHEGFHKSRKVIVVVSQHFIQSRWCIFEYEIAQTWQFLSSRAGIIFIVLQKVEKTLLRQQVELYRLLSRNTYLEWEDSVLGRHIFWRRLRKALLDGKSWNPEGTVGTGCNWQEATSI
Target sequence (Q99836 whole entry, looked up): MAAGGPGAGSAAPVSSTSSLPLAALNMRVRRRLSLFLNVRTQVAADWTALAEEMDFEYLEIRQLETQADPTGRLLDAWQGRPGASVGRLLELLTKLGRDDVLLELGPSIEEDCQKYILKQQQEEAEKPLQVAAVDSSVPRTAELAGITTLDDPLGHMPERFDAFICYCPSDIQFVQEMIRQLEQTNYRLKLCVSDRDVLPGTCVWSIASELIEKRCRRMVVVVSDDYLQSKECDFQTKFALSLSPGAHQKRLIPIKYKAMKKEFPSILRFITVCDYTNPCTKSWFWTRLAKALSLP
Hsp70 act: transcriptional activators of Hsp70; HeLa Hsp70 promoter luciferase reporter, luminescence; scaled: vehicle 0, proteasome-inhibitor control 100%; activation, % at 10 µM; 0.04% of 200,000 active;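 active = activation above the mean across all tested compounds plus 3 SD, cutoff set per campaign, cut at about 5.5% in these data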;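 also: 100% = MG132 at 30 µM as the positive control and 0% = DMSO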
STAT3 blocker: inhibitors of IL-6 induced STAT3 signaling; inhibition, % at 5.5 µM; 0.89% of 190,000 active; U3A cells, IL-6 STAT3-luciferase reporter, luminescence; host cell line lacks STAT1; AID 862;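 active = inhibition above the mean inhibition across all screened compounds plus 3 SD, cut at about 44% in these data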;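 also: 0% = DMSO only wells and 100% = 100 µM nifuroxazide control wells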
STAT3 activator: activators of IL-6 induced STAT3 signaling. AID 871. U3A cells, IL-6 STAT3-luciferase reporter, luminescence; 100% = signal with IL-6 EC80 alone. 0.91% of 190,000 active. activation (% of control), % at 5.6 µM;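 active = activation above the screen-wide mean of compound activation plus 3 SD, cut at about 130% in these data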;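 also: 0% = background luminescence of wells with medium and substrate only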
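Material: STAT3-luciferase reporter U3A cells; Probe or stimulus: IL-6 (33 ng/mL); Incubation: compound pre-incubation 1 h before IL-6, then 6 h stimulation at 37 °C; Technique: luminescence from STAT3-driven luciferase reporter; Evaluation: % activation versus median of IL-6-stimulated wells; Controls: IL-6-only high control.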
STAT1 inh: STAT1 signaling inhibition; NIH 3T3 STAT1-luciferase reporter, IFN-gamma, luminescence; inhibition, % at 5.5 µM; 0.35% of 200,000 active; AID 920;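 active = inhibition above a set limit, the mean inhibition across all tested compounds plus 3 SD, cut at about 34% in these data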;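 also: 0% = IFN-gamma with DMSO and 100% = IFN-gamma with 300 µM nifuroxazide; values of inactives mirror those of a sister screen read the other way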
APP 5UTR inh: APP translation inhibition | SH-SY5Y APP 5'UTR-luciferase reporter, luminescence | inhibition, % at 2 µM | 0.82% of 190,000 active | AID 1285;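 active = inhibition above a set limit, derived from the sample mean plus 3 SD, cut at about 45% in these data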; also: values of inactives mirror those of a sister screen read the other way
STAT1 act: activators of IFN-gamma induced STAT1 signaling; NIH 3T3 STAT1-luciferase reporter, luminescence; 100% = IFN-gamma alone, no compound; 2.6% of 200,000 active; activation (% of control), % at 5.5 µM;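 active = activation above the screen-wide mean activation plus 3 SD, cut at about 130% in these data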;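 also: raw ratio to IFN-gamma control signal so 100% means no change and 0% no light; values of inactives mirror those of a sister screen read the other way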
Numbers without * were called inactive; x = not tested or not shown.

SMILES | Diaphorase act | Diaph inh CS | G6PDH CS | TLR4 MyD88 comp | Hsp70 act | STAT3 blocker | STAT3 activator | STAT1 inh | APP 5UTR inh | STAT1 act
CCOC(=O)C(Sc1nnc(-c2ccncc2)o1)C(C)=O (configuration not stated) | 0.9 | 7 | -4 | 4 | 0.0 | -1 | 103 | 1 | -2 | 99
CSCCC(=O)N1CCCC(CNC(=O)c2ccccc2Cl)C1 (configuration not stated) | x | x | 8 | 3 | -0.4 | 3 | 99 | 2 | -15 | 97
COc1cccc(/C=C/C(=C2/C(=O)N(c3ccccc3)N=C2C)c2ccc(Br)cc2)c1OC | 1 | 2 | -10 | 7 | -0.4 | 7 | 90 | 8 | -13 | 92
COc1cccc(NC(=O)Nc2ccc(Cc3ccncc3)cc2)c1 | 0.9 | 9 | 13 | -5 | -0.3 | 18 | 87 | -8 | 1 | 108
COc1ccc(-c2c3c(=O)n(C)c(=O)n(C)c3cn2Cc2cccnc2)cc1 | 0.7 | 29 | 6 | -15 | 0.1 | -20 | 119 | -11 | -36 | 110
CC(C)c1ccc(S(=O)(=O)c2n[nH]n3c2nc(=O)c2ccccc23)cc1 | 0.9 | 12 | 1 | -3 | 0.2 | -6 | 107 | -2 | 8 | 103
CN1CCN(NC(=S)NC(C)(C)CC(C)(C)C)CC1 | 1 | 1 | -2 | 3 | -0.4 | -2 | 106 | 8 | -16 | 93
CCOC(=O)N1CCC(N2Cc3cccc(C(=O)Nc4ccc(CC)cc4)c3C2=O)CC1 | 0.8 | 20 | 6 | 5 | 0.2 | 9 | 94 | 3 | -20 | 97
Cc1ccc(-n2[nH]c(C)c(C=Nc3ccc4[nH]c(=O)[nH]c4c3)c2=O)cc1 | 0.9 | 7 | 11 | -4 | -0.4 | -15 | 109 | 4 | 8 | 96
COc1ccc(C2C(C(=O)NC(C)C)c3ccccc3C(=O)N2C)cc1OC (configuration not stated) | 1 | 3 | -1 | 2 | -0.2 | -6 | 108 | -5 | -11 | 104
CCOc1cc(C(=O)NCCOC)cc(OCC)c1OCC | 0.9 | 14 | 3 | 5 | -0.2 | 4 | 97 | 0 | -2 | 100
CC1Oc2ccccc2OC1(O)c1ccccn1 (configuration not stated) | 0.9 | 6 | -5 | -12 | -0.3 | 11 | 91 | 4 | -7 | 96
O=C(CNC(=O)Cc1ccccc1)NCC(=O)OCc1ccc(C(=O)c2ccccc2)cc1 | 1 | 0 | 0 | -5 | 0.1 | 1 | 103 | -3 | -11 | 103
CCOC(=O)C1=C(C)NC(=O)NC1c1cccc(O)c1 (configuration not stated) | 0.9 | 6 | 16 | 3 | -0.4 | -4 | 106 | 0 | 11 | 104
Cc1cnc(C(=O)N2CCCC(C(=O)c3ccc(C(F)(F)F)cc3)C2)cn1 (configuration not stated) | x | x | 8 | -3 | -0.3 | -9 | 111 | -19 | -23 | 116
CCN(CC)S(=O)(=O)c1ccc(N2CCCC2)c(C(=O)OCC(=O)/C(C#N)=C(\C)N)c1 | 0.8 | 21 | 12 | -2 | 0.1 | -4 | 108 | -1 | -1 | 101
CC1=CC(c2ccc(Cl)cc2)n2nc(NS(=O)(=O)c3ccc(C)cc3)nc2N1 (configuration not stated) | 0.9 | 14 | 7 | -7 | 0.0 | 8 | 98 | 6 | 8 | 95
Cc1ccc(C)c(Cn2c(C(C)O)nc3ccccc32)c1 (configuration not stated) | 0.9 | 9 | 3 | 1 | -0.4 | 9 | 96 | 3 | -7 | 97
Cc1ccc(CNC(=O)CCn2nc(-c3ccc(Cl)cc3)ccc2=O)cc1 | 0.9 | 5 | 0 | 3 | -0.4 | 6 | 98 | 1 | 4 | 99
O=C(OCCN1CCOCC1)C(c1ccccc1)c1ccccc1 | 0.9 | 13 | 8 | 8 | -0.2 | 23 | 85 | 1 | -10 | 100
O=C(CSc1ncnc2c1oc1ccccc12)Nc1cccc(F)c1 | 1 | 1 | 4 | 0 | -0.1 | 25 | 79 | 11 | 15 | 90
CCC(=O)Nc1ccc(C(=O)NNC(=O)COc2cc(C)ccc2C)cc1 | 1 | -3 | 8 | -14 | -0.3 | -8 | 103 | -12 | 2 | 111
CCOC(=O)c1cc(C)sc1NC(=O)CCC(=O)O | 1 | 4 | 3 | 6 | -0.6 | 9 | 93 | 6 | 15 | 90
CCc1c(C)sc(NC(=O)c2cc(C)on2)c1C#N | 1.1 | -7 | 4 | -3 | -0.3 | 15 | 95 | -3 | -12 | 103
CC1=C(C(=O)N2CCCCC2)C2(CCC(C)CC2)OC1=O (configuration not stated) | 1.1 | -10 | 24 | -14 | 0.1 | -3 | 107 | 3 | -3 | 97
CCOC(=O)c1nnn(CC(=O)Nc2cccc(OC)c2)c1C(=O)OCC | 1 | -4 | 4 | -7 | -0.2 | 0 | 103 | 5 | -2 | 96
C#CCOCCOCCOCCNc1nc(N2CCOCC2)nc(N2CCN(C(=O)[C@H]([C@@H](C)CC)n3cc([C@@H](N)CO)nn3)CC2)n1 | 0.9 | 13 | 11 | -5 | -0.2 | x | x | 1 | -3 | 100
CCNC(=O)OCc1cn(-c2ccccc2)nn1 | 1 | 4 | 6 | -4 | 0.5 | 6 | 102 | -4 | -5 | 104
COc1cc(OC)c(OC)cc1/C=N/Nc1ncnc2c1[nH]c1ccccc12 | 1 | 3 | 10 | -5 | -0.3 | 2 | 98 | 3 | -2 | 98
CCOC(=O)N1CCN(C(=O)Nc2cccc3ccccc23)CC1 | 0.9 | 12 | 17 | 2 | -0.1 | -3 | 105 | 3 | 8 | 95
Cc1cc(C)nc(/N=C(/NC(=O)c2ccccc2)Nc2ccccc2)n1 | 0.8 | 20 | -3 | -2 | -0.4 | 9 | 98 | 10 | 4 | 91
Cc1ccc(NC(=O)CC(=O)NCCN2CCOCC2)cc1 | 0.9 | 6 | 0 | 4 | -0.2 | 5 | 98 | 10 | -12 | 90
Cc1cnc(C(=O)Nc2cc(S(=O)(=O)N3CCOCC3)ccc2N2CCN(C)CC2)cn1 | 1 | 4 | 4 | 5 | -0.2 | 5 | 96 | -1 | -3 | 101
O=C(CCc1c[nH]c2ccccc12)NC1CC1 | 0.9 | 14 | 0 | -13 | -0.6 | 6 | 96 | -2 | 13 | 101
Cc1nn(CC(=O)OCCOc2ccc(Br)cc2)c(C)c1[N+](=O)[O-] | 0.9 | 7 | 2 | -18 | -0.1 | -12 | 115 | 5 | 13 | 95
O/N=C/c1ccc2ccccc2c1 | 1 | -3 | 12 | -9 | 0.0 | 10 | 97 | -15 | -22 | 112
COC(=O)CSc1nnc(CNc2nc(-c3ccccc3)cs2)n1C | 0.9 | 9 | 3 | -7 | -0.2 | 9 | 95 | 2 | -6 | 98
Cc1cccc(NC(=O)C2CCN(S(=O)(=O)c3cccs3)CC2)n1 | 0.9 | 14 | -13 | 4 | -0.4 | 8 | 94 | 4 | -7 | 103
COc1ccc(C2(C(=O)N3CCOCC3)CCOCC2)cc1OC | 0.8 | 16 | 0 | 7 | -0.1 | 5 | 99 | -11 | 2 | 110
CC(NS(=O)(=O)c1ccc(F)cc1)C(=O)NCc1ccncc1 (configuration not stated) | 0.9 | 6 | 2 | -2 | -0.3 | 4 | 101 | 0 | 2 | 100
c1ccc2oc(-c3[nH]ncc3CN(Cc3ccncc3)CC3CCCO3)cc2c1 (configuration not stated) | 1 | -1 | 6 | -1 | 0.1 | 13 | 94 | -3 | 2 | 102
Cc1c(NC=C(C#N)C#N)c(=O)n(-c2ccccc2)n1C | 0.9 | 8 | 11 | 5 | 0.3 | -8 | 111 | 1 | -5 | 98
COc1cccc(-n2nc3c(=O)n(Cc4ccccc4Cl)nc(C)c3c2C)c1 | 0.9 | 12 | -24 | 5 | -0.4 | 14 | 91 | 6 | -14 | 95
Cc1ccc2cc(CN(CC3CCCO3)C(=O)NC3CCCCC3)c(=O)[nH]c2c1C (configuration not stated) | 1 | 3 | 4 | 1 | -0.2 | 12 | 95 | 0 | 0 | 99
Cc1ccc2[nH]c(-c3cccc(N)c3)cc2c1 | 0.8 | 19 | 2 | -2 | 0.1 | 7 | 98 | -92 | -152 | 183*
Cn1c(SCc2ccc(Cl)cc2)nnc1C1CC1 | 0.9 | 12 | 11 | -2 | -0.1 | 20 | 85 | 2 | 8 | 97
O=C(CCCCCn1c(=S)[nH]c2cc3c(cc2c1=O)OCO3)N1CCN(C2CCCCC2)CC1 | 0.8 | 22 | 7 | 8 | -0.3 | 8 | 96 | 3 | -1 | 97
CC(=O)c1ccccc1NC(=O)Cn1c(=O)cnc2ccccc21 | 0.8 | 16 | -3 | 6 | -0.3 | -33 | 128 | 11 | -4 | 90
CC(C)N(Cc1cnn(C)c1)Cc1nc(-c2ccc(Cl)cc2)no1 | 0.8 | 23 | 8 | -2 | -0.2 | 13 | 92 | 8 | 9 | 91
CCOC(=O)Cn1c(=O)c2c(nc(N3CCOCC3)n2C)n(C)c1=O | 1 | 3 | 1 | -1 | -0.3 | -8 | 108 | -5 | -21 | 104

Just STAT1 act, for some of the entries so far:
| SMILES | STAT1 act |
| --- | --- |
| COc1cccc(-n2nc3c(=O)n(Cc4ccccc4Cl)nc(C)c3c2C)c1 | 95 |
| Cc1ccc2cc(CN(CC3CCCO3)C(=O)NC3CCCCC3)c(=O)[nH]c2c1C (configuration not stated) | 99 |

Further structures follow:
SMILES | Diaphorase act | Diaph inh CS | G6PDH CS | TLR4 MyD88 comp | Hsp70 act | STAT3 blocker | STAT3 activator | STAT1 inh | APP 5UTR inh | STAT1 act
CCC(=O)Nc1ccc(C(=O)NNC(=O)c2cc(OC)c(OC)c(OC)c2)cc1 | 0.9 | 11 | 2 | 2 | -0.3 | 7 | 98 | -1 | -12 | 100
CCC(=O)Nc1nnc(Sc2ccc(N(C)C)cc2)s1 | 0.9 | 6 | 3 | 14 | -0.3 | -8 | 112 | -1 | 14 | 101
NC(=S)Nc1cc2ccccc2c2ccccc12 | 0.7 | 29 | 43 | 2 | 0.2 | 26 | 86 | -14 | -27 | 113
O=C1C2ON(c3ccccc3)C(c3cccnc3)C2C(=O)N1c1ccccc1 (configuration not stated) | 0.9 | 6 | -3 | -8 | -0.1 | -4 | 107 | 1 | 4 | 100
COc1cc(NC(=O)Cc2cccs2)c(C(=O)O)cc1OC | 0.9 | 10 | 5 | 12 | -0.3 | 3 | 102 | -1 | -11 | 100
Cc1nc2ccccn2c1C(=O)N/N=C/c1cc(C)n(-c2ccc(Cl)cc2)c1C | 0.9 | 12 | -2 | -9 | -0.6 | 16 | 89 | -3 | -13 | 102
O=C1CC(c2ccc(Cl)cc2)CC(O)=C1C=NCc1ccc(Cl)c(Cl)c1 (configuration not stated) | 0.9 | 5 | -1 | 9 | -0.2 | -3 | 103 | -1 | 7 | 101
